# Bcl-2 Bim block – inhibitors of Bim-Bcl-2 binding, primary screen, biochemical, multiplexed, human Bcl-2 family. Apoptosis regulator Bcl-2 (Homo sapiens), P10415. Bead-based flow cytometry, Bim peptide-Bcl-2 binding. inhibition, % at 10 µM. 190,000 compounds, 0.06% hits. AID 950, 2007; in the data active = inhibition above about 40%; inconclusive = no clear call, values can overlap the other calls;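 also: 0% = no compound wells with probe peptide and 100% = reference peptide inhibitor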
# Target sequence (P10415 whole entry, looked up): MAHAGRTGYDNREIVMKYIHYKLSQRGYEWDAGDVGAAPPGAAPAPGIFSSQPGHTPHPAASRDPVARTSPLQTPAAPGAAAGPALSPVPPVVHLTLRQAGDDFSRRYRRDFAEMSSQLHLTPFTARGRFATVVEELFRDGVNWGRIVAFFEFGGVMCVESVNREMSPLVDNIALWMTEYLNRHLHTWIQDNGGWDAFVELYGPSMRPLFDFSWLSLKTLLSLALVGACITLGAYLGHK
# Bcl-B Bim block – inhibitors of Bim-Bcl-B binding, primary screen, biochemical, multiplexed, human Bcl-2 family. Bcl-2-like protein 10 (Homo sapiens), Q9HD36. bead-based flow cytometry, Bim peptide-Bcl-B binding. inhibition, % at 10 µM. 190,000 compounds, 0.073% hits;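 also: 0% = tracer peptide without compound and 100% = reference inhibitor peptide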
# ABCB1 block – ABCB1 efflux pump inhibitors, primary screen, cell-based, multiplex, flow cytometry, ABCG2 counter-screen | 190,000 compounds, 0.067% hits | inhibition, % at 6.6 µM | CCRF-Adr cells, JC-1 efflux | AID 1326, 2008 | ATP-dependent translocase ABCB1 (Homo sapiens), P08183; in the data active = inhibition above about 40%;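 also: 0% = vehicle and 100% = reference inhibitor; higher value means more JC-1 retained so stronger ABCB1 efflux block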
# Bfl-1 Bim block – inhibitors of Bim binding to Bfl-1, primary screen, biochemical, multiplexed, bead-based flow cytometry; Bcl-2-related protein A1 (Homo sapiens), Q16548; Bim-Bfl-1 binding inhibition; inhibition, % at 10 µM; 190,000 compounds, 0.12% hits; AID 1008, 2008;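 also: 0% = wells without compound plus tracer and 100% = blocker peptide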
# ABCG2 inh – ABCG2 efflux pump inhibitors, primary screen, multiplex with ABCB1, IgMXP3 cells, flow cytometry; Broad substrate specificity ATP-binding cassette transporter ABCG2 (Homo sapiens), Q9UNQ0; inhibition, % at 6.6 µM; 190,000 compounds, 0.1% hits; JC-1 efflux;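 active = inhibition above 80%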;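 also: 0% = DMSO and 100% = nicardipine control wells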
# Target sequence (Q9UNQ0 whole entry, looked up): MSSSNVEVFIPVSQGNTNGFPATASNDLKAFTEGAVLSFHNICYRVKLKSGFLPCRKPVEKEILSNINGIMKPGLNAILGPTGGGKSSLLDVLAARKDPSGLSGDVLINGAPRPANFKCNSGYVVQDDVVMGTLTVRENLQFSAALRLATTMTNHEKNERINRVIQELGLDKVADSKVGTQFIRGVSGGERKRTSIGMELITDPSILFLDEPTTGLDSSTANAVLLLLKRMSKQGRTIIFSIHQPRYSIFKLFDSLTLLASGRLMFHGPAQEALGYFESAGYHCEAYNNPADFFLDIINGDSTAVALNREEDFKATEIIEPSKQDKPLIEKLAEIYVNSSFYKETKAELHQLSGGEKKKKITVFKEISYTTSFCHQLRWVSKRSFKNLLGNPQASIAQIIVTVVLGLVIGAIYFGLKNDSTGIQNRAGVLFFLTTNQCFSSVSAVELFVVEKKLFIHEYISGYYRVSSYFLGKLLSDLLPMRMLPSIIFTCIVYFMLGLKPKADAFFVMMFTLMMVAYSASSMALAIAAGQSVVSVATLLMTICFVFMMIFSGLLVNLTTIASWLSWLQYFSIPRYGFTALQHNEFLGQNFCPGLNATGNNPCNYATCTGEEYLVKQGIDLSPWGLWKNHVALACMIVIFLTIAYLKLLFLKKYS
#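 test system = two drug-resistant human cell lines, ABCG2 and ABCB1 | amount = 3 million cells/mL final, two lines in 1:1 ratio | reagent = JC-1 transporter substrate | doses = one concentration, 6.6 µM final | incubation = 10 min at 25 °C | signal = flow cytometric JC-1 green MFI at 530 nm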
# RGS4-Gao reg – modulators of RGS4 binding to Galphao, primary screen, biochemical, multiplexed bead flow cytometry. Guanine nucleotide-binding protein G(o) subunit alpha (Homo sapiens), P09471. actives lie on both sides. binding response (% of control), % at 10 µM. AID 1415, 2008. 220,000 compounds, 0.33% hits; in the data active = binding response below about 49% or above about 150%; inactive = in between;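 also: fluorescent Galphao activated with aluminum fluoride binding bead-coupled RGS4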
# Bim-Bcl-W – inhibitors of Bim binding to Bcl-W, primary screen, biochemical, multiplexed, bead-based flow cytometry; 190,000 compounds, 0.02% hits; Bim peptide-Bcl-W binding; inhibition, % at 10 µM; Bcl-2-like protein 2 (Homo sapiens), Q92843; AID 952, 2007;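 also: 0% = bound tracer without compound and 100% = peptide blocker; higher means less fluorescent Bim peptide bound to Bcl-W beads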
# Target sequence (Q92843 whole entry, looked up): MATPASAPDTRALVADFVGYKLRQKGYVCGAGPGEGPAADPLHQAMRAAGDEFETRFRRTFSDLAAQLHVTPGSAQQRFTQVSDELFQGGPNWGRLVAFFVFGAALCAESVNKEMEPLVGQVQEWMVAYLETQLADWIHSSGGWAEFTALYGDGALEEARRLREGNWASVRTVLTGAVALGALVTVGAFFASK
# Bcl-XL Bim block – inhibitors of Bim-Bcl-XL binding, primary screen, biochemical, multiplexed, bead flow cytometry, human Bcl-XL. Bcl-2-like protein 1 (Homo sapiens), Q07817. Bim peptide-Bcl-XL binding, fluorescence. inhibition, % at 10 µM. 190,000 compounds, 0.04% hits
# RGS7-Gao – RGS7-Galphao binding modulators, primary screen, biochemical, multiplexed bead flow cytometry; Guanine nucleotide-binding protein G(o) subunit alpha (Homo sapiens), P09471; actives lie on both sides; binding response (% of control), % at 10 µM; 220,000 compounds, 0.35% hits; AID 1439, 2008; in the data active = binding response below about 49% or above about 150%; inconclusive = no clear call, values can overlap the other calls; inactive = in between;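 also: fluorescent Galphao held in activated GDP-AlF4 state binding bead-coupled RGS7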
# RGS8-Gao reg – RGS8-Galphao binding modulators, primary screen, biochemical, multiplexed bead flow cytometry | 220,000 compounds, 0.34% hits | Guanine nucleotide-binding protein G(o) subunit alpha (Homo sapiens), P09471 | response (percent of control binding), % at 10 µM | AID 1423, 2008 | actives lie on both sides; in the data active = response below about 60% or above about 140%; inactive = in between;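 also: Galphao activated as the GDP aluminium fluoride complex binding bead-coupled RGS8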
# Bim-Mcl-1 – inhibitors of Bim peptide binding to Mcl-1, primary screen, biochemical, bead-based flow cytometry, multiplex; 190,000 compounds, 0.1% hits; AID 1009, 2008; inhibition, % at 10 µM; Bim peptide-Mcl-1 binding;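 also: 0% = no compound tracer wells and 100% = peptide blocker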
# The depositor's hits bear a star; ? = inconclusive. Rule as the data show it, unless noted: active = inhibition above about 40%. Compounds as they come; overall some 0.94% were active at least once.
SMILES,Bcl-2 Bim block,Bcl-B Bim block,ABCB1 block,Bfl-1 Bim block,ABCG2 inh,RGS4-Gao reg,Bim-Bcl-W,Bcl-XL Bim block,RGS7-Gao,RGS8-Gao reg,Bim-Mcl-1
Cc1nn(-c2ccccc2)c(N)c1C(O)(CSc1nccn1C)C(F)(F)F (stereo not drawn),-4,-4,1.1,-5,1,94,-5,0,88,92,0
Cc1cc(C)cc(Nc2ncc3c(n2)CC(c2ccco2)CC3=O)c1 (stereo not drawn),-1,-2,0.1,4,0,97,-5,-6,95,97,-1
CN=C(Nc1ccccc1OC)SC1CC(=O)N(c2ccc(C(=O)OC)cc2)C1=O (stereo not drawn),-5,-4,2.2,-3,12,102,-3,-2,104,105,-5
N#CCSc1nnc(-c2ccccc2)c(-c2ccccc2)n1,-3,0,0.4,1,2,101,0,-2,103,98,0
CSc1ccc(-c2nnn(Cc3ccc(Br)cc3)n2)cc1,-5,-5,0.4,-2,2,101,-2,-4,101,99,-6
COC(=O)CNC(=O)C(C)(C)Oc1ccc(Cl)cc1,-10,-13,0.1,-10,0,101,5,5,99,100,-4
Cn1c(NCc2cccs2)nc2ccccc21,-6,-5,0.5,-11,3,100,3,-15,100,99,0
O=c1c2cc(Cl)ccc2nc(-c2ccccc2)n1O,0,0,-0.1,0,0,96,3,3,96,96,-2
CCCCCCNCc1cccc(Br)c1,0,0,0.9,1,4,97,1,0,101,104,0
CC1(C)CC(=O)C2=C(C1)OC(N)=C(C#N)C21C(=O)N(CN2CCOCC2)c2ccccc21 (stereo not drawn),-12,-7,-0.3,-19,2,104,-1,-10,101,108,-4
COc1ccc(C(=O)OCC(=O)NCC2CCCO2)cc1S(=O)(=O)N1CCCc2ccccc21 (stereo not drawn),-1,0,-0.3,-2,2,99,-4,-3,102,101,3
Cc1ccc(NC(=S)C2=C(O)c3ccccc3N(C)S2(=O)=O)cc1,-4,-7,-0.3,-10,1,102,0,-10,107,99,-1
CCN(CC)CCNCc1ccc(-c2ccc(Cl)cc2)o1,-11,-9,-0.1,-10,0,100,4,3,99,102,0
COc1ccc(-c2[nH]ncc2CNCC(C)(C)N2CCOCC2)cc1F,-3,-1,0.6,-5,5,105,-1,1,101,101,1
COc1ccc2c(c1)C(=O)c1ccccc1CO2,-13,-9,-0.8,-19,33,99,-3,-5,96,99,-6
CCOC(=O)C1(CCCc2ccccc2)CCN(CC(O)CO)CC1 (stereo not drawn),0,-4,-0.1,-7,0,101,-2,-6,99,103,-3
O=S(=O)(Nc1ccc(N2CCCCC2)cc1)c1cccc2cccnc12,-8,-12,0.6,-15,9,97,0,-4,95,100,-1
CCc1noc(C)c1C(=O)Nc1sc(C(=O)N(C)C)c(C)c1C(=O)OC,-3,-3,1.3,-1,9,107,-3,-5,107,105,-2
COCCOC(=O)c1c(C)oc2cc(Br)c(OCC(N)=O)cc12,0,-2,0.6,0,5,101,-1,-3,101,102,-3
Cc1cc(N2C(=O)CC(Cc3ccccc3)C2=O)no1 (stereo not drawn),-2,-7,1.2,-11,3,103,2,2,101,100,0
CCCCn1c(SCC2CCCO2)nc2cc(S(N)(=O)=O)ccc21 (stereo not drawn),0,-1,0.7,0,2,100,2,-1,99,99,0
CCCCNC(c1ccccc1)c1ccncc1 (stereo not drawn),0,1,-0.2,2,0,100,3,1,102,93,-1
Cc1cc(S(=O)(=O)NCC(c2ccccc2)c2ccccc2)ccc1-n1cnnn1,-8,-8,1.2,-13,4,103,0,-2,104,103,-2
Cc1cc(N/N=C/c2ccncc2)nc2ccccc12,-1,0,1.3,-1,18,106,4,3,106,100,3
CC(=O)c1sc(NC(=O)C(C)(C)C)nc1C,0,2,0.4,2,1,99,1,3,102,104,0
# Carrying on.
SMILES,Bcl-2 Bim block,Bcl-B Bim block,ABCB1 block,Bfl-1 Bim block,ABCG2 inh,RGS4-Gao reg,Bim-Bcl-W,Bcl-XL Bim block,RGS7-Gao,RGS8-Gao reg,Bim-Mcl-1
CCOC(=O)c1c(C)[nH]c(C(=O)CSc2nnnn2-c2ccc(C)cc2)c1C,-4,-5,0.3,-2,3,103,-3,-1,102,101,-3
Cc1ccc2nc(CSc3nnc4ccccn34)cc(=O)n2c1,1,-5,-0.4,-5,0,100,0,-6,102,103,-1
Cc1cccc(NC(=S)NCCc2ccc3c(c2)OCCO3)c1C,-5,-6,-1.8,-7,-4,101,-3,-4,100,104,-2
CC12CN3CC(C)(CN(C1)C3c1c[nH]c3ccccc13)C2=O (stereo not drawn),-1,0,0.7,-5,5,101,-2,0,101,100,0
Cc1cccc2cc(CN(Cc3cccnc3)C(=O)c3cccs3)c3nnnn3c12,-1,-1,-0.2,-4,0,103,0,0,108,103,0
COc1ccc(NC(=S)N(Cc2ccccn2)Cc2ccccc2Cl)cc1,-2,-6,0.5,-2,20,100,-2,-2,99,101,1
CC(=O)c1ccc(NC(=O)CSc2nnc(Cn3c(=O)sc4ccccc43)n2C)cc1,-6,-11,1.0,-7,4,100,-5,-5,97,99,-2
CC(C)c1cc(C(=O)N/N=C/c2ccco2)n[nH]1,-5,-12,-0.1,-2,-2,94,-6,-11,94,102,-5
CN1c2ccsc2/C(=N/Nc2ccccc2)CS1(=O)=O,-4,-1,0.8,3,8,101,6,0,?,100,3
O=C(CNC(=S)N(CCCN1CCOCC1)Cc1cccs1)NC1CCCCC1,-1,-8,0.1,-4,2,98,0,-3,?,103,0
CC1Cc2ccccc2N1C(=O)CSCC(=O)O (stereo not drawn),-5,0,0.8,0,3,99,0,0,100,98,-2
Cc1ccc(-n2cccc2C(=S)N=P(N(C)C)(N(C)C)N(C)C)cc1,-10,-17,1.5,-7,21,105,-1,-6,108,106,-5
CC(C)n1cc(CN2CCCC(CO)(Cc3cccc(Cl)c3)C2)cn1 (stereo not drawn),-1,-3,0.0,2,-2,105,-3,-4,107,100,-1
C#CCOCCOCCOCCNc1nc(N2CCN(C(=O)[C@H](CCC(=O)O)n3cc(C(N)CO)nn3)CC2)nc(N2CCN(C(=O)[C@H](Cc3ccc(O)cc3)n3cc(C(N)[C@H](C)CC)nn3)CC2)n1 (stereo partly drawn),-6,-5,0.2,-6,0,128,-3,-1,136,124,0
CCCNC1=CC(=O)CC(C)(C)C1,-3,-5,-0.1,-4,1,102,-3,-5,99,100,-3
COc1ccc(S(=O)(=O)CCC(=O)NCCc2ccc(C)cc2)cc1,-10,-8,1.2,-17,13,100,0,-5,100,99,0
Cc1ccc(C(=O)C[n+]2cccc3ccccc32)cc1,0,-6,-3.9,-3,-3,130,-3,-15,115,111,-2
Cc1ccc(-c2noc(CN3CCCCC3)n2)cc1,-4,-3,0.4,-4,1,98,-2,-2,94,98,-3
O=C1C2CCCN2C(c2ccccc2F)N1c1ccc(F)cc1 (stereo not drawn),-8,-7,0.3,-8,1,102,-1,2,104,103,1
Cc1nn(-c2ccccc2)c(Cl)c1/C=C(\C#N)C(=O)NC(C)C,7,5,1.0,2,9,104,3,7,97,99,3
OCCC1CN(Cc2nc(-c3ccccc3)cs2)CCN1CCc1ccccc1 (stereo not drawn),-1,0,1.6,-5,1,95,-2,-4,94,95,0
O=C1C2CCCN2C(c2ccccc2)N1c1ccc(Cl)cc1 (stereo not drawn),-14,-7,1.7,-20,22,101,-1,-6,100,100,-4
CCNC(=O)C1CC(=O)N(Cc2ccc3c(c2)OCO3)C(=Nc2ccc(F)cc2)S1 (stereo not drawn),-10,-10,1.0,-13,2,100,-1,-6,98,102,-1
CN(C)C(=O)Nc1ccc(F)cc1F,-2,0,0.1,-5,3,97,0,-3,97,100,0
COc1ccc(S(=O)(=O)C(C#N)c2nc3ccccc3nc2N2CCCC(C)C2)cc1 (stereo not drawn),-1,-2,-0.4,0,-2,102,-1,0,97,98,-4

# 14 compounds already listed, ordered by number of heavy atoms, ascending.
SMILES,Bcl-2 Bim block,Bcl-B Bim block,ABCB1 block,Bfl-1 Bim block,ABCG2 inh,RGS4-Gao reg,Bim-Bcl-W,Bcl-XL Bim block,RGS7-Gao,RGS8-Gao reg,Bim-Mcl-1
CCCNC1=CC(=O)CC(C)(C)C1,-3,-5,-0.1,-4,1,102,-3,-5,99,100,-3
CN(C)C(=O)Nc1ccc(F)cc1F,-2,0,0.1,-5,3,97,0,-3,97,100,0
CC(C)c1cc(C(=O)N/N=C/c2ccco2)n[nH]1,-5,-12,-0.1,-2,-2,94,-6,-11,94,102,-5
Cc1ccc(-c2noc(CN3CCCCC3)n2)cc1,-4,-3,0.4,-4,1,98,-2,-2,94,98,-3
CN1c2ccsc2/C(=N/Nc2ccccc2)CS1(=O)=O,-4,-1,0.8,3,8,101,6,0,?,100,3
CC12CN3CC(C)(CN(C1)C3c1c[nH]c3ccccc13)C2=O (stereo not drawn),-1,0,0.7,-5,5,101,-2,0,101,100,0
Cc1nn(-c2ccccc2)c(Cl)c1/C=C(\C#N)C(=O)NC(C)C,7,5,1.0,2,9,104,3,7,97,99,3
Cc1cccc(NC(=S)NCCc2ccc3c(c2)OCCO3)c1C,-5,-6,-1.8,-7,-4,101,-3,-4,100,104,-2
COc1ccc(S(=O)(=O)CCC(=O)NCCc2ccc(C)cc2)cc1,-10,-8,1.2,-17,13,100,0,-5,100,99,0
CCOC(=O)c1c(C)[nH]c(C(=O)CSc2nnnn2-c2ccc(C)cc2)c1C,-4,-5,0.3,-2,3,103,-3,-1,102,101,-3
O=C(CNC(=S)N(CCCN1CCOCC1)Cc1cccs1)NC1CCCCC1,-1,-8,0.1,-4,2,98,0,-3,?,103,0
CCNC(=O)C1CC(=O)N(Cc2ccc3c(c2)OCO3)C(=Nc2ccc(F)cc2)S1 (stereo not drawn),-10,-10,1.0,-13,2,100,-1,-6,98,102,-1
CC(=O)c1ccc(NC(=O)CSc2nnc(Cn3c(=O)sc4ccccc43)n2C)cc1,-6,-11,1.0,-7,4,100,-5,-5,97,99,-2
C#CCOCCOCCOCCNc1nc(N2CCN(C(=O)[C@H](CCC(=O)O)n3cc(C(N)CO)nn3)CC2)nc(N2CCN(C(=O)[C@H](Cc3ccc(O)cc3)n3cc(C(N)[C@H](C)CC)nn3)CC2)n1 (stereo partly drawn),-6,-5,0.2,-6,0,128,-3,-1,136,124,0

# Assay outcomes: PubChem, NMMLSC
